EBI2 antag: blocks human EBI2 receptor beta-arrestin signaling; AID 651636; 360,000 tested, 0.81% active; P32249; inhibition, % at 5 µM; EBI2 beta-arrestin recruitment, luminescence, 7a,25-OHC stimulated; in the data active = inhibition above about 38%;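 also: enzyme fragment complementation signal reports receptor beta-arrestin coupling in cells; 0% = agonist plus DMSO wells and 100% = wells without agonist; some results beyond the cut were filed as inactive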
CXCR6 block: inhibitors of human CXCR6 receptor. O00574. CHO-K1 PathHunter CXCR6 beta-arrestin, luminescence. inhibition, % at 20 µM. 360,000 tested, 0.36% active. AID 602244; in the data active = inhibition above about 34%, passing the limit was not always enough;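 also: antagonist mode with CXCL16 agonist at 10 nM final; 0% = 10 nM CXCL16 with DMSO and 100% = unstimulated wells without agonist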
Target sequence (O00574 whole entry, looked up): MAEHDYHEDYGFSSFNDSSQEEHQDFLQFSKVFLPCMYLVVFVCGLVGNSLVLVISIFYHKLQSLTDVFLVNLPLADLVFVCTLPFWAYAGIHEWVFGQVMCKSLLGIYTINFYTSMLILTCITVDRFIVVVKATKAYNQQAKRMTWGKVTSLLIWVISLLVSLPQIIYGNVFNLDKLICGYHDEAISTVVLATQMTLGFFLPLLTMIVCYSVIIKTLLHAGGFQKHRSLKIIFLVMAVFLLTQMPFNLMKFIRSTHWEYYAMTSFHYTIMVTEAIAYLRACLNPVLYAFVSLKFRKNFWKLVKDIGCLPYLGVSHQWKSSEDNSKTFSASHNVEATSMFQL
APJ antag: blocks the human apelin receptor APJ; P35414; CHO-K1 APJ beta-arrestin complementation, luminescence; inhibition, % at 20 µM; 330,000 tested, 0.32% active;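 active = inhibition above about 40% at 20 µM, limit read from the data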;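 also: cells challenged with 10 nM apelin-13 agonist together with compound; plate controls were apelin-13 plus DMSO wells for no effect and DMSO wells lacking apelin-13 for full effect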
Target sequence (P35414 whole entry, looked up): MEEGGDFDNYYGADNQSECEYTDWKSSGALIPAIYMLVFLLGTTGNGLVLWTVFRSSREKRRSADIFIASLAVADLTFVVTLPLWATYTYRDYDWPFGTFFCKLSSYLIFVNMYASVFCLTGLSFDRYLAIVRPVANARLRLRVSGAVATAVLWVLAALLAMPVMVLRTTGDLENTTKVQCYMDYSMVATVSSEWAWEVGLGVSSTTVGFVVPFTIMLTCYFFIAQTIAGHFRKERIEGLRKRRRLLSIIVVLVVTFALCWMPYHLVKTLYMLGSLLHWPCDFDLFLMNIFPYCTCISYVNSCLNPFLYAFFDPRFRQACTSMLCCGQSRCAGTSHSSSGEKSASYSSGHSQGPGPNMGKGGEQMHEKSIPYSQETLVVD
CHOP UPR activ: activators of apoptotic arm of unfolded protein response (CHOP). CHO-CHOP luciferase reporter, UPR activation, luminescence; percent of tunicamycin response over DMSO baseline. activation, % at 10 µM. 330,000 tested, 0.34% active;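 active = at 10 µM dose, activation of 40% or more, normalized to positive control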;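 also: 100% = tunicamycin at 10 µg/mL and 0% = DMSO alone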
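System: CHO CHOP reporter cells. Amount: 500 cells per well. Buffer or medium: F12 medium, 10% FBS. Compound dosing: one dose, 10 µM in 0.5% DMSO. Incubation: 6 h compound exposure at 37 °C after overnight seeding. Technique: Steady-Glo luciferase luminescence. Benchmarks: tunicamycin and DMSO controls.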
UPR XBP1 act: activators of adaptive arm of unfolded protein response (XBP1); AID 463104; CHO-XBP1 luciferase reporter, IRE1-XBP1 UPR activation, luminescence; percent of tunicamycin response, DMSO as zero; 330,000 tested, 0.33% active; activation, % at 20 µM;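 active = versus positive control, 20 µM dose yields 30% or more activation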;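 also: 100% = tunicamycin at 10 µg/mL and 0% = DMSO only wells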
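incubation = overnight seeding at 37 °C, 6 h compound treatment at 37 °C | assay system = CHO-XBP1 cells stably carrying IRE1-XBP1-driven luciferase reporter | input = 1000 cells per well | detection = luciferase luminescence | dosing = single point, 20 µM final compound, 1% DMSO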
APJ agonist: activates the human apelin receptor APJ | 330,000 tested, 0.11% active | activation, % at 20 µM | CHO-K1 APJ PathHunter beta-arrestin, luminescence; 0% DMSO wells, 100% apelin;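 active = activation more than six SD over the plate average, tested at 20 µM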;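 also: 0% = DMSO alone and 100% = apelin-13 at 10 nM; some results filed as inactive read as strong as hits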
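Test system – PathHunter CHO-K1 APJ (AGTRL-1) beta-arrestin reporter cells · Input – 1000 cells/well · Compound – single test compound dose, 20 µM final, 1% DMSO · Times – compound stimulation 90 min at 25 °C, detection 60 min · Technique – beta-gal luminescence · Read-out basis – APJ–arrestin association signal · Control set – negative DMSO alone, positive Apelin-13 at 10 nM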
Mdm2 MdmX PPI: human Mdm2/MdmX binding inhibition | inhibition, % at 8 µM | 330,000 tested, 3% active | SaOS-2 split-luciferase Mdm2/MdmX complementation, luminescence | O15151+Q00987;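 active = inhibition of at least 50% at 8 µM in the primary screen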
tim23-1 inh: growth inhibitors of tim23-1 mutant yeast; inhibition, % at 20 µM; 330,000 tested, 1.3% active; S. cerevisiae tim23-1 growth, BacTiter-Glo luminescence, 24 h;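 active = growth inhibition of the mutant yeast at or above 50%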;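 also: temperature-sensitive mutant grown at 25 °C; plate controls were DMSO-treated mutant yeast for no effect and medium wells lacking yeast for full effect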
CCR6 antagonist: blocks CCL20-driven beta-arrestin recruitment at human CCR6; CHO-K1 CCR6 PathHunter beta-arrestin, luminescence, CCL20-stimulated; 340,000 tested, 0.49% active; P51684; inhibition, % at 20 µM;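 active = compounds whose inhibition of the agonist-driven luminescence signal at 20 µM reaches about 50%, limit read from the data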;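 also: cells stimulated with CCL20 at 14 nM final; plate controls were DMSO with CCL20 for no effect and DMSO without agonist for full effect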
Numbers without * were called inactive; nt = not tested or not shown. Some of the compounds tested; count on the stated rates, not on these rows.

SMILES	EBI2 antag	CXCR6 block	APJ antag	CHOP UPR activ	UPR XBP1 act	APJ agonist	Mdm2 MdmX PPI	tim23-1 inh	CCR6 antagonist
COc1ccc2c(c1)C(c1ccc(C)o1)=NNC(c1ccccc1)=N2	-6.7	-5.0	22.5	-0.7	-1.1	-3.9	-4.8	19.6	20.4
O=S(=O)(Nc1ccc2c(c1)OCCO2)c1cnc[nH]1	3.3	1.4	9.7	-1.0	-4.4	-2.8	5.7	7.5	-4.5
CC(=O)NC(Cc1ccc(F)cc1)C(=O)NC1CCN(C(=O)Nc2ccc(F)cc2)CC1 (configuration not stated)	-4.7	3.7	3.1	1.2	0.8	3.2	21.4	-5.7	8.3
CC(C)(C)OC(=O)[C@H](Cc1ccccc1)NC(=O)c1[nH]cnc1C(=O)Nc1ccc(Cl)cc1	-45.4	-7.2	-19.2	0.0	7.4	-0.6	50.9*	37.0	0.4
Cc1cc(Cl)ccc1OCC(=O)n1cc(C(=O)c2cc(Cl)ccc2O)cn1	nt	nt	-13.7	-1.0	-2.2	-0.2	-24.8	38.0	nt
COC(=O)C1=C(CCc2ccccc2)NC(=O)NC1c1ccc(Cl)cc1 (configuration not stated)	-7.3	-2.4	8.1	-0.6	-2.0	8.0	-1.8	3.1	1.2
CC#CCNCc1ccccc1	2.1	-7.6	6.0	-1.1	-0.4	-0.1	-7.5	1.1	-2.0
Cc1c(Cl)cccc1NC(=O)CSc1ccc(-c2cccnc2)nn1	-0.5	-12.3	2.4	6.2	-4.4	-0.5	-52.5	2.2	12.9
COC(=O)c1ccc(C(=O)OC)c(NC(=O)CN(c2ccc3c(c2)OCO3)S(C)(=O)=O)c1	4.6	-2.1	-14.6	0.0	1.9	0.5	-9.2	31.3	11.6
CN1CCN(S(=O)(=O)c2cccc(S(=O)(=O)c3cccc(S(=O)(=O)N4CCN(C)CC4)c3)c2)CC1	-10.9	7.3	-8.3	-2.7	-0.9	-3.1	-7.6	5.4	-4.9
O=C(COC(=O)/C=C/c1cccs1)Nc1nc(-c2ccccc2)cs1	-4.1	8.2	-7.9	0.2	-3.5	-1.4	1.3	37.6	6.8
COC(=O)[C@]1(C)N[C@H](CN(C)C(=O)Nc2ccc(OC)cc2)[C@@H]2C(=O)N(C)C(=O)[C@@H]21	-8.2	12.3	0.7	0.3	-3.2	-3.3	4.4	8.0	-5.9
O=C(COC(=O)c1ccccc1NC(=O)c1ccco1)Nc1ccc2c(c1)OC(F)(F)O2	12.4	8.8	2.5	-2.0	-0.8	-0.4	15.4	19.6	-6.7
CCn1c(SCC(=O)Nc2ccc3c(c2)n(C)c(=O)n3C)nnc1-c1ccncc1	-5.3	2.3	11.6	2.0	-1.6	-2.9	18.6	0.4	8.1
CC1CCCC(C)N1S(=O)(=O)c1ccc(NC(=O)CNCC2CCCO2)cc1 (configuration not stated)	-5.8	-3.1	-2.9	-1.4	-1.3	6.2	7.6	20.7	-2.9
CCN1CCN(c2cc(N3CCN(C(=O)c4ccco4)CC3)c3c4c(onc24)-c2ccccc2C3=O)CC1	8.4	7.1	-32.3	0.4	-3.2	-0.2	33.8	16.7	30.6
C=CCNC(=O)NC(=O)COC(=O)CNS(=O)(=O)c1ccc(F)c(F)c1F	-8.0	-0.9	3.0	0.2	3.1	-4.0	18.2	12.1	-2.7
Cc1c(NC(=O)c2ncn[nH]2)cccc1-c1nc2ccccc2s1	-9.1	6.6	13.0	1.8	-0.9	-3.2	-31.6	4.1	9.4
CCOC(=O)c1c(CN2CCOCC2)n(-c2ccccc2)c2cc(Br)c(O)cc12	10.3	-1.9	8.5	1.1	8.8	-2.1	5.4	26.4	10.1
NC(=O)C1CCN(C(=O)C(Cc2ccccc2)NC(=O)c2ccccc2)CC1 (configuration not stated)	-0.4	2.7	9.3	2.4	-2.1	-1.6	-3.7	16.4	7.3
Cc1ccccc1Nc1nc(N)nc(CN(C)c2ccccc2)n1	1.1	-2.5	0.9	0.9	-2.6	7.0	24.4	18.5	1.2
O=C(NNc1ccccc1)C(=O)N1CCCCC1	6.9	-9.5	5.1	1.1	-1.6	-4.0	16.3	-12.9	-24.2
O=C(OCC(=O)N1CCOCC1)c1cnc(Cl)c(Cl)c1	-19.2	-8.9	8.4	0.6	0.2	-1.1	3.6	-1.3	-0.5
Cc1c(C=O)c2ccccn2c1C(=O)c1ccccc1	-2.5	2.1	15.2	-2.4	1.2	1.7	26.8	32.3	13.4
CCC(C(=O)NCc1ccc(F)cc1)N(Cc1ccco1)C(=O)c1snc(C(N)=O)c1N (configuration not stated)	-3.4	4.0	15.1	-0.1	-2.4	-2.3	-6.5	19.9	14.2

Continued:
SMILES	EBI2 antag	CXCR6 block	APJ antag	CHOP UPR activ	UPR XBP1 act	APJ agonist	Mdm2 MdmX PPI	tim23-1 inh	CCR6 antagonist
Cc1cc(C)cc(C(=O)NC(=S)Nc2cccnc2)c1	4.3	33.3	23.7	3.4	-0.3	-13.1	1.6	20.8	49.7
CCCNC(=O)c1c(CSc2ccc(Cl)cc2)noc1C(=O)NCc1ccccc1	3.0	10.1	12.7	0.0	-0.7	1.5	26.2	23.4	20.1
O=C(Cc1ccc(-n2cccc2)cc1)NCc1ccccc1Cl	-4.5	-0.5	-3.5	1.2	-3.4	-4.3	34.0	11.9	13.0
NC(=O)CSc1nnc(-c2ccc(S(=O)(=O)N3CCCC3)cc2)n1CC1CCCO1 (configuration not stated)	-12.8	11.6	19.8	-2.2	-4.2	-2.0	-9.2	6.3	-1.1
O=C(O)c1ccccc1C(=O)Nc1ccc(S(=O)(=O)Nc2ccc(F)cc2)cc1	-6.6	7.4	4.4	2.0	-0.8	-4.0	-7.7	-4.7	7.8
COc1ccc(Oc2ccc(NC(=O)c3ccccc3C)cc2)cc1	27.5	-0.2	-6.8	-2.0	-0.1	-3.7	28.9	-0.7	20.3
COCC(=O)N1CCC(Oc2ccc(C(=O)NCCc3ncccc3C)cc2)CC1	5.0	5.5	-10.1	-0.4	-3.0	-2.2	-0.6	-2.7	2.7
O=c1[nH]n(-c2cccc(Cl)c2)c2ncccc12	8.3	-0.2	16.0	-0.6	0.1	-4.0	7.3	5.1	-3.7
O=[N+]([O-])c1ccc(N2CCCCCC2)c([N+](=O)[O-])c1	7.5	0.2	2.2	0.6	0.1	-2.3	11.8	32.2	12.3
CC12CCC(=O)N1C(C(=O)Nc1ccccc1F)CS2 (configuration not stated)	-9.5	0.4	15.2	0.1	-0.2	-7.4	13.7	-8.7	0.0
Fc1ccccc1CSc1nnc2ccc(-c3ccncc3)nn12	-14.7	5.4	13.3	-1.2	4.4	-2.6	24.2	10.5	10.9
CNc1nc2ccccc2n1/N=C/c1cccc(OC)c1OC	-6.8	-1.0	8.2	0.0	4.9	-2.7	7.9	49.9	-8.9
CCOC(=O)Cn1c(C)[n+](C)c2cc(Cl)c(Cl)cc21	10.0	-2.0	0.8	-1.8	0.3	-2.8	9.3	12.9	10.6
C=CCn1c(C)nnc1SCC(=O)NC1CC1	4.0	0.6	-1.8	-1.4	-1.3	0.5	5.2	2.6	2.6
CC(C)Cc1nc(Nc2ccc(S(=O)(=O)N3CCCC3)cc2)c2nnn(Cc3ccccc3)c2n1	29.3	2.7	2.0	5.2	6.4	-0.7	68.6*	16.6	-7.7
Cc1ccc(S(=O)(=O)N2CCCCC2)cc1NC(=O)Cc1cccs1	-8.6	-5.1	13.1	2.7	-1.8	-1.3	-1.3	14.3	11.3
O=c1[nH]nc(-c2ccc(F)cc2)cc1Cc1ccc(F)cc1	8.6	9.9	-2.9	0.3	1.2	-0.7	12.0	-10.5	24.9
COc1ccc(C(CNC(=O)C2CC(=O)N(Cc3ccccc3)C2)N2CCOCC2)cc1 (configuration not stated)	-6.2	0.9	15.3	0.3	-0.7	-3.8	23.9	-15.2	12.4
CCCn1nnc(NC(=O)/C=C/c2cc(Br)ccc2OC)n1	-4.1	-0.6	12.7	1.4	0.9	-0.5	-12.2	6.9	-0.6
CCOc1ccc(S(=O)(=O)N(C)c2ccc(OCC(=O)Nc3nccs3)cc2)cc1	9.1	4.5	-3.9	-0.6	-2.3	-3.2	-16.9	34.4	11.7
COC(=O)[C@@H]1C[C@H]2CC[C@H](O)C[C@H]2N1Cc1ccc(C(F)(F)F)cc1	-14.8	5.8	-5.5	-1.3	0.5	-4.4	1.6	9.1	8.4
COc1ccc(-n2cnnc2SCC(=O)c2ccc(S(=O)(=O)N3CCOCC3)cc2)cc1	-3.6	-8.7	-6.0	-2.1	-0.7	-0.3	5.3	8.5	5.3
CC(OC(=O)c1ccc(Cl)nc1)C(=O)N1CCc2ccccc21 (configuration not stated)	-2.3	3.9	6.0	-0.2	-0.6	-5.6	7.2	-14.4	3.4
O=C(CCN1C(=O)/C(=C\c2ccccc2)SC1=S)NNC(=O)c1ccccc1O	7.4	-0.9	8.5	2.2	-1.7	-1.1	-5.4	5.8	13.5
N#Cc1ccsc1NC(=O)CN1CCN(Cc2ccccc2)CC1	12.9	-4.2	-5.9	0.3	3.7	-4.3	0.3	9.6	7.8
CCOc1ccc2ccccc2c1/C=N/NC(=O)CNC(=O)Cc1ccccc1	1.3	2.5	11.0	1.4	2.1	-0.3	13.7	-11.0	21.9
O=C(NCc1ccccn1)C1Nc2ccc(C(F)(F)F)cc2C2C=CCC12 (configuration not stated)	8.5	-7.7	-34.8	-1.4	-1.5	-1.7	18.4	25.7	5.8
CCc1ccc(-c2cc3c(=O)n(CC(=O)N4CCCCCC4)nc(C)n3n2)cc1	-1.4	4.7	23.1	1.3	-1.7	6.4	10.8	14.4	16.4
COc1ccc(N(CC(=O)NCCSCc2ccco2)S(=O)(=O)c2ccccc2)cc1	-5.2	7.8	-1.1	-0.4	1.8	3.3	-1.2	26.2	12.8
O=C(CCCc1ccccc1)Nc1cccc(C(=O)O)c1	-1.6	-6.5	3.9	-10.4	-5.8	0.4	-14.8	5.9	11.4

An excerpt from above in order of the Mdm2 MdmX PPI value, rising.
Molecule | EBI2 antag | CXCR6 block | APJ antag | APJ agonist | Mdm2 MdmX PPI | CCR6 antagonist
CC#CCNCc1ccccc1 | 2.1 | -7.6 | 6.0 | -0.1 | -7.5 | -2.0
O=C(COC(=O)c1ccccc1NC(=O)c1ccco1)Nc1ccc2c(c1)OC(F)(F)O2 | 12.4 | 8.8 | 2.5 | -0.4 | 15.4 | -6.7
O=C(NNc1ccccc1)C(=O)N1CCCCC1 | 6.9 | -9.5 | 5.1 | -4.0 | 16.3 | -24.2

Source: PubChem
